# High-throughput results (PubChem BioAssay)
# Hsp90 Hop PPI: changes Hsp90-Hop TPR2A binding signal, up or down; actives 0.44% (n = 71,000); Potency, µM (top dose mostly 57 µM), for inactives: top-dose activity change, negative = inhibition; AlphaScreen TPR2A-His6 binding biotin-Hsp90 C-terminal peptide; active = well fitted curve in either direction with a large enough effect; inconclusive = small, poorly fitted or top-dose-only effect, or another doubt; also: potency is read from the fitted curve at half-maximal effect; % is scaled to controls: 0 for no effect and ±100 for the full control effect; many of its hits are not listed in these tables
# Ub-GFP proteasome: inhibits proteasome, raising ubiquitin-GFP reporter fluorescence. AID 526. 67,000 tested, under 10 active. Ubiquitin-GFP reporter cells, proteasome inhibition, GFP fluorescence; response scale: untreated = 0%, 10 µM MG-132 = 100%. Potency, µM (titrated, usually from 45.9 µM), inactives show at the top dose activation (GFP accumulation), usual class: activators; active = well fitted activation curve with a large enough effect, not every such curve was filed as active; inconclusive = small, poorly fitted or top-dose-only effect, or another doubt; inactive = no such curve, though single readings can be large or run the other way; also: potency is read from the fitted curve at half-maximal effect
#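 Proteasome blockade was scored as a rise in GFP-expressing U2OS cells carrying a ubiquitin(G76V)-GFP construct, imaged after 4 hr compound treatment at 37 °C across a 46 uM–2.9 nM series.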
# ERK AVP block: blocks ERK signaling stimulated by vasopressin | HEK293-V1b, vasopressin-stimulated pERK AlphaScreen | Potency, µM (doses to about 57.5 µM), without a hit: at the top dose activity, negative = inhibition, usual class: inhibitors | actives 0.99% (n = 72,000); also: potency is read from the fitted curve at half-maximal effect; % is scaled to controls: 0 for no effect and ±100 for the full control effect; nearly all actives have a fitted effect of over 55% in size
#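 qHTS, compounds titrated on V1b-expressing HEK293 cells. Preincubation 30 min at 37C, vasopressin 25 nM for 5 min, lysis 10 min, bead incubation 5 hr at room temperature.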
# Epigenetic mod: derepresses silenced GFP locus in mouse C127i cells; actives 0.09% (n = 68,000); mouse C127i GFP locus derepression, cytometry, 30 h; AID 597; Potency, µM (doses to about 46.1 µM), inactives show at the highest dose GFP derepression (activation); also: % of control where 0% means no effect
#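 Locus derepression in mouse mammary C127i cells whose integrated CMV-GFP reporter is normally silent; GFP expression after 30 h compound treatment was quantified by counting fluorescent cells.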
# TexasRed autofl: compounds fluorescent in Texas Red spectral region; Compound fluorescence, Texas Red channel, 547/618 nm; active compounds read high; max dye-equivalent concentration, M; actives 0.06% (n = 59,000); AID 587; in the data active = max dye-equivalent concentration above about 10 nM; inconclusive = between about 1.1 nM and that limit
#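 Texas Red-region profiling: compounds in 100 mM Tris pH 8.0 were read at 547/618 nm after 15 min at room temperature. Intensities were normalized against a six-point Texas Red standard series to give dye-equivalent concentration.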
# CRE Fsk mod: CRE-bla signaling modulation under forskolin stimulation. AID 662. actives 2.5% (n = 71,000). Potency, µM (highest dose often 38.2 µM), without a hit: top-dose activity change, negative = inhibition, actives largely listed as activators. CHO CRE-bla reporter (cAMP response element driving beta-lactamase), forskolin EC10, beta-lactamase ratio; active = well fitted activation curve with a large enough effect in the signal ratio, with a control signal flat, not every such curve was filed as active; inconclusive = small, poorly fitted or top-dose-only effect, or effect the other way, or a change in a side signal; the % refers to the signal ratio; also: potency is read from the fitted curve at half-maximal effect; % of control where 0% means no effect
#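 Modulation of forskolin signalling: compounds in titration series added with EC10 NKH 477 to CHO cells carrying a CRE-driven beta-lactamase reporter, 3 h, 37C. CCF4 FRET ratio (460/530 nm, ex 405 nm) gives %activity and AC50.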
# HBB splicing: hemoglobin beta splicing modulation. Potency, µM (doses to about 46.1 µM), for inactives: at the top dose activation, actives largely listed as activators. actives 0.06% (n = 65,000). HBB splicing reporter cell assay, activation; EGFP reporter with mutant IVS2-654 intron; response scale: normalised to 500 nM splice-correcting PNA; also: potency is read from the fitted curve at half-maximal effect; 0% is about no effect
#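 HeLa cells stably expressing EGFP interrupted by mutant beta-globin intron 2 (IVS2-654), 500/well in 2% FCS. Treated with compound for 2 days at 37C. Splicing correction scored as total well GFP intensity (488 nm excitation, 500-520 nm emission); 500 nM antisense PNA served as control.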
# 4MU fluor: 4-MU region autofluorescence; compound autofluorescence, 340/450 nm, 4-MU equivalents; active compounds read high; max dye-equivalent concentration, M; actives 11% (n = 59,000); AID 589; in the data active = max dye-equivalent concentration above about 10 nM; inconclusive = mostly about 1.1 nM to 9.6 nM
#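 Intrinsic fluorescence at 340/450 nm (ex/em) was read after 15 min at room temperature in pH 8.0, 100 mM Tris. Each compound concentration expressed as 4-MU-equivalent concentration from a six-point 4-MU standard series on each plate.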
# Luciferase inh: blocks Photinus pyralis firefly luciferase activity | P08659 | purified firefly luciferase, luminescence, 8 min | Potency, µM (top dose mostly 57.1 µM), for the others: at the highest dose activity change, negative = inhibition, hits mostly inhibitors | actives 2.2% (n = 72,000); also: potency is read from the fitted curve at half-maximal effect; % is scaled to controls: 0 for no effect and ±100 for the full control effect; nearly all actives have a fitted effect of over 40% in size
# Target sequence (P08659 whole entry, looked up): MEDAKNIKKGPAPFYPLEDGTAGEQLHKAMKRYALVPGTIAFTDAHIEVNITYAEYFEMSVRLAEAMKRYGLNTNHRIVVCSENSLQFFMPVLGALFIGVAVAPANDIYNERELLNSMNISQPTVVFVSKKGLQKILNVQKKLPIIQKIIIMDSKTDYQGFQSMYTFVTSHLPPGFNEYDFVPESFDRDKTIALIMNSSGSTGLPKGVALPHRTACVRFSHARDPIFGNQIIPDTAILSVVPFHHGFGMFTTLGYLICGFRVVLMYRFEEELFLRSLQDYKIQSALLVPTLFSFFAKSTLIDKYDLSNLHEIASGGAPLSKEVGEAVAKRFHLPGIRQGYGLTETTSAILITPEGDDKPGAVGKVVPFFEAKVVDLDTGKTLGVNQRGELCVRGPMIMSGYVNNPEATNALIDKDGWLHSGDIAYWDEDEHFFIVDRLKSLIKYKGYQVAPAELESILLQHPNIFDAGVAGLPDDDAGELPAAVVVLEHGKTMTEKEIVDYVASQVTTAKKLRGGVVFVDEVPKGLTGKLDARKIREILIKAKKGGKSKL
#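 qHTS concentration-response profiling: light output of P. pyralis luciferase with luciferin and 10 uM ATP, imidazole buffer pH 7.2. Read by luminescence after 8-min room-temperature incubation.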
# A350 fluor: compound fluoresces in the Alexa 350 spectral region; actives 11% (n = 59,000); max dye-equivalent concentration, M; Compound autofluorescence, 340/450 nm, Alexa 350 dye-equivalents; active compounds read high; in the data active = max dye-equivalent concentration above about 10 nM; inconclusive = mostly about 1.1 nM to 9.6 nM
# Fluorescein autfl: compound autofluorescence in fluorescein spectral region; max fluorescein-equivalent concentration, M; Compound autofluorescence, 480/540 nm, fluorescein-equivalent; active compounds read high; actives 0.91% (n = 59,000); AID 593; in the data active = max fluorescein-equivalent concentration above about 10 nM; inconclusive = between about 1.1 nM and that limit
#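 Tris 100 mM pH 8.0; 15 min RT; CCD read, ex 480/em 540 nm. Output: fluorescein-equivalent concentration per compound concentration, from six-point dye series on each plate.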
# Starred values were filed as active, the others as inactive; i = inactive; ? = inconclusive; · = no result given; [ ] = another dose, or the depositor's remark. Unless noted, calls follow the shape of the dose curve; as a rule, active = well fitted curve in the direction sought with a large enough effect; inconclusive = small, poorly fitted or top-dose-only effect, or another doubt; inactive = no such curve, though single readings can be large; an effect the other way counts as inactive or inconclusive. This is a subset; the hit share may differ from the screen's.
# The line under a structure holds: Hsp90 Hop PPI	Ub-GFP proteasome	ERK AVP block	Epigenetic mod	TexasRed autofl	CRE Fsk mod	HBB splicing	4MU fluor	Luciferase inh	A350 fluor	Fluorescein autfl
1	COC(=O)C(C)NC(=O)C1CCCN1S(=O)(=O)c1cc(C)c(Cl)cc1C (stereo unspecified)
  1.8%	18.0%	14.6%	2.6%	·	10.3%	-1.3%[9.22 µM]	·	0.5%	·	·
2	Cc1ccc(C(=O)CSc2n[nH]c(C)n2)cc1
  -2.5%[11 µM]	-2.9%[9.17 µM]	-4.5%	-1.5%	·	?	-2.6%[0.0738 µM]	·	-2.0%	·	·
3	O=C(NCC(c1cccnc1)N1CCOCC1)c1cccc(Cl)c1 (stereo unspecified)
  -3.2%	-1.7%	29.1%	-1.1%	i	2.2%	-1.8%	i	1.2%	i	i
4	O=C(O)[C@@H]1CCN(Cc2oc(CO)cc(=O)c2O)C1
  -0.5%[11 µM]	-4.3%[9.17 µM]	-8.4%[11.5 µM]	-2.2%[9.22 µM]	i	-0.6%[7.6 µM]	1.7%[9.22 µM]	i	2.6%[11.4 µM]	i	i
5	O=C(Cn1cnc2c(nnn2Cc2ccccc2)c1=O)c1ccccc1
  2.9%	-4.4%	·	·	·	-15.5%	-0.4%	·	0.3%	·	·
6	CN(C)CCNC(=O)c1cc2c(=O)n(C)c3ccccc3c2n1C
  -1.4%[2.3 µM]	5.7%	1.6%	·	·	?	-0.5%	·	4.5%	·	·
7	O=C(NCc1ccncc1)c1c(F)c(F)c(F)c(F)c1F
  -4.2%	4.8%	-8.1%	-2.1%	i	?	0.0%	i	0.2%	?	i
8	CCOC(=O)Cc1nnc2c(Nc3ccc(Cl)cc3)nc3nonc3n12
  -4.9%	-3.9%	-15.6%	-1.3%	i	-14.1%	·	?	4.7%	?	i
9	Cc1nc2ccc(NC(=O)NCc3ccco3)cc2s1
  -4.4%	4.6%	5.9%	2.9%	i	-2.7%	-1.1%	i	0.8%	i	?
10	Cc1cc(CC(=O)O)n(C)c1C(=O)c1ccc(Cl)cc1
  0.9%	-6.4%[20.5 µM]	7.7%	1.0%[20.6 µM]	i	-8.6%	0.7%	?	1.8%[25.5 µM]	?	?
11	O=C(NCc1ccco1)C1CCN(S(=O)(=O)c2ccc(-n3cnnn3)cc2)CC1
  0.1%	-1.1%	-13.2%	3.3%	i	-3.6%	-0.6%[57.5 µM]	i	0.8%	i	i
12	O=C(c1ccco1)N1CCN(S(=O)(=O)c2ccc(Oc3ccccc3)cc2)CC1
  -2.0%	-2.1%	1.0%	0.0%	i	19.6%	2.8%	i	1.3%	i	i
13	O=C(NCCN1CCN(C(=O)Nc2ccccc2)CC1)Nc1ccccc1
  -4.5%[2.3 µM]	-5.7%	11.9%	·	·	-7.0%	0.6%	·	1.8%	·	·
14	CC(C)NC(=O)C1CCCN(c2nnc(-n3cccc3)s2)C1 (stereo unspecified)
  2.0%	-2.9%	-19.4%	-3.4%	·	2.1%	-0.4%	·	-0.7%	·	·
15	Nc1ccccc1NC(=O)c1ccccc1
  ?	-0.2%	27.9%	1.2%	i	?	-1.5%	?	1.5%	?	i
16	Cc1cc(NC(=O)COC(=O)C(Cc2ccccc2)NC(=O)c2ccco2)no1 (stereo unspecified)
  -2.0%	1.3%	36.2%[activator]	-1.3%	?	5.4%	-1.6%	i	0.9%	i	?
17	CCNC(=O)CC1C(=O)N(c2ccc(F)cc2)C(=O)N1Cc1ccccn1 (stereo unspecified)
  -1.8%	-0.5%	14.3%	-6.6%	i	11.3%	3.6%	i	-0.3%	i	i
18	NC(=O)C1CCCN(C(=O)c2ccc(Cl)cc2)C1 (stereo unspecified)
  -0.9%	1.5%	-17.6%	0.0%	i	-3.2%	1.1%	i	1.6%	i	i
19	O=C(O)CCc1ccc(-c2ccccc2)o1
  -5.3%	3.1%	-12.8%	1.7%	i	3.1%	0.6%	i	-6.8%	i	i
20	Cc1nn(C)c(C)c1NS(=O)(=O)c1ccccc1
  -5.7%	0.0%	-7.1%	3.7%	·	-1.2%	-2.2%	·	1.7%	·	·
21	COc1ccc2c(c1)c1c3n2CCN(C)C3=NCC1
  -0.8%	-2.1%	1.5%	-2.3%	i	2.8%	0.0%[57.5 µM]	2.73e-08M*	0.6%	2.67e-08M*	i
22	Cc1cc(C)c2c(=O)[nH]n(C3CC(C)N(C)CC3C)c2n1 (stereo unspecified)
  0.6%	-1.9%	3.0%	0.0%	i	-4.8%	2.5%[57.5 µM]	i	0.8%	i	i
23	CCN(CC)C(=O)CSc1nnc([C@@H](NC(=O)OC(C)(C)C)C(C)C)o1
  -2.0%	-9.6%	0.1%	-2.2%	i	0.3%	-2.3%[57.5 µM]	i	4.8%	?	i
24	COc1ccc(N2CCN(CCNC(=O)c3c(C)cc(=O)oc3C)CC2)cc1
  -16.0%	7.0%	-19.0%	0.0%	i	?	2.4%	?	0.6%	?	i
25	COc1ccc(OC)c(NC(=O)C2C3CC4OC(=O)C2C4C3)c1 (stereo unspecified)
  -5.5%	-5.7%	2.9%	3.4%	i	-3.6%	0.0%	i	0.2%	i	i
26	CC(=O)Nc1c(C(=O)N2CCOCC2)sc2nc3c(cc12)COC(C)(C)C3
  -3.4%	-0.7%	1.8%	-2.7%	i	?	-0.7%	?	-2.8%	?	i
27	Cn1cnnc1SCC(=O)Nc1ccccc1
  0.9%	3.2%	·	·	·	-5.2%	0.0%	·	-1.6%	·	·
28	CS(=O)(=O)N1CCC2(CC1)CN(C(c1ccccc1)c1ccccc1)C2
  -1.3%	2.2%	-4.6%	0.0%[9.22 µM]	i	-8.5%	3.2%	i	-1.1%[11.4 µM]	i	i
29	COC(=O)CSc1nnc(CNc2ccc(F)cc2)o1
  -4.2%	0.8%	-9.3%	2.6%	i	-4.6%	1.2%	i	1.1%	i	i
30	O=C(NCc1cccs1)C1CCCN(S(=O)(=O)c2ccc3c(c2)OCO3)C1 (stereo unspecified)
  0.4%	-6.6%	11.1%	0.0%	?	-17.6%	3.1%	i	3.2%	i	i
31	Cc1csc(NC(=O)CSc2nnc(C)s2)n1
  -4.6%	-4.9%	-9.7%	-2.1%	i	1.9%	-0.2%	i	1.2%	i	i
32	OCCN(Cc1ccccc1)Cc1ccc(F)c(F)c1
  -1.1%[11 µM]	-6.2%[9.17 µM]	-21.2%	-1.5%	·	?	0.0%[0.0738 µM]	·	3.2%	·	·
33	c1csc(-c2csc3ncnc(NCCCN4CCOCC4)c23)c1
  -5.0%	-0.8%	-13.2%	3.6%	?	-8.9%	0.4%	i	2.8%	i	i
34	COc1ccc(-n2c(SCc3nnc(-c4ccccc4)o3)nnc2-c2ccccc2)cc1
  -9.2%	-4.3%	8.5%	-1.0%	i	-1.8%	-1.4%	i	0.4%	i	i
35	Cc1cccc(N(C(=O)CCC(=O)Nc2cc(C)on2)C(C(=O)NC2CCCC2)c2ccncc2)c1 (stereo unspecified)
  0.8%	6.2%	-6.7%	0.0%	i	8.6%	·	i	3.5%	i	i
36	Cn1c(=O)c2c(SCc3ccccc3)nc(-c3ccco3)nc2n(C)c1=O
  -0.7%	-4.3%	·	·	·	?	1.8%	·	0.8%	·	·
37	O=C(CSCc1ccccn1)Nc1ccccc1
  -2.9%	9.1%	22.2%	2.4%	i	-0.3%	·	i	-4.5%	i	i
38	O=C(Nc1ccc2ccccc2c1)c1cccnc1
  -2.5%	-5.6%	11.0%	2.2%	·	-13.4%	0.2%[9.22 µM]	·	12.6µM*	·	·
39	OCC#CCSc1nnc(-c2ccc(Br)cc2)o1
  1.9%	-6.9%	-6.8%	3.6%	i	?	4.4%	4.79e-08M*	-8.6%	5.03e-08M*	i
40	Cc1ccc(CNC(=O)CCNC(=O)Cn2ccc3ccccc3c2=O)o1
  -18.6%	-3.4%	20.4%	-6.7%	?	9.4%	0.9%	i	-0.6%	i	i
41	CCCOC(=O)c1ccc(Oc2c(-c3ccc(OC)cc3O)n[nH]c2C)cc1
  -11.6%	1.0%	2.4%	0.0%	i	23.2%	-1.6%	i	-0.1%	i	i
42	Cc1sc2ncnc(-n3cnc4ccccc43)c2c1C
  -3.9%	0.6%	-13.1%	0.1%	i	?	-2.9%	?	0.2%	?	?
43	Cc1nc2cnc(N3CCN(C)CC3)nc2n(C2CC2)c1=O
  ?	-8.9%	?	-2.7%[9.22 µM]	i	-5.8%	1.2%	i	1.1%[11.4 µM]	i	?
44	O=C1CC(Cc2ccccc2)C(=O)N1c1ccc(Cl)cn1 (stereo unspecified)
  -0.6%	0.0%	-10.2%	4.5%	i	-1.6%	0.9%[57.5 µM]	i	2.4%	?	i
45	O=C(c1cnccn1)N1CCC[C@@]2(CCN(Cc3cc(C(F)(F)F)cc(C(F)(F)F)c3)C2)C1
  -2.7%	-2.6%	0.4%	0.2%[9.22 µM]	i	-4.1%	2.3%	i	2.3%[11.4 µM]	i	i
